High-throughput results: PubChem BioAssay, National Center for Advancing Translational Sciences (NCATS)
AMA1-RON2 inh – inhibitors of Plasmodium falciparum AMA1-RON2 interaction. AlphaScreen AMA1-biotinylated RON2 peptide binding. Potency, µM (titrated, usually from 58.2 µM), for inactives: at the highest dose activity change, negative = inhibition, usual class: inhibitors. 360,000 tested, 0.2% active. AID 720542;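 further: potency means the concentration at half of the fitted maximal effect; 0% = vehicle wells and -100% = peptide control; nearly all actives have a fitted effect of over 45% in size; some results filed as inactive show a strong effect at the top dose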
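AMA1 (3D7) with his tag at 25 nM final met compounds first, then biotinylated RON2 peptide at 25 nM; detection used donor plus acceptor beads, 10 µg/mL apiece, read by AlphaScreen after 30 min at room temperature.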
FBPA Giardia inh – blocks Giardia fructose-bisphosphate aldolase activity. Potency, µM (top dose mostly 59.6 µM), inactives show at the top dose activity, negative = inhibition, usual class: inhibitors. 290,000 tested, 0.71% active. A8B2U2. purified Giardia FBPA; further: potency means the concentration at half of the fitted maximal effect; nearly all actives have a fitted effect of over 55% in size
Target sequence (A8B2U2 whole entry, looked up): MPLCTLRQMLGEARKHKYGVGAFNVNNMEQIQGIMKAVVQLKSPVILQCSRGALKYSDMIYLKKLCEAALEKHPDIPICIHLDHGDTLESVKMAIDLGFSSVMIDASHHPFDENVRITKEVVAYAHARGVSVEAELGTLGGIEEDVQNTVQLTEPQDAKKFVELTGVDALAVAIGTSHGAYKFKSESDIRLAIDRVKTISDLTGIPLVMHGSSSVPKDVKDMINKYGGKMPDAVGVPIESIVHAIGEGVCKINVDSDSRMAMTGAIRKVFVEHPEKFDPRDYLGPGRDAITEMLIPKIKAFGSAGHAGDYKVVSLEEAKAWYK
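Giardia FBPA (40 nM reagent) was preincubated 10 min at RT with compound (up to 57.5 uM final), then substrate plus GAPDH/TPI/NAD/arsenate coupling system with diaphorase/resazurin was added; resorufin fluorescence (525/598 nm) was read after 20 min.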
HCV inh – blocks hepatitis C virus; Huh7.5.1 HCVcc-Cre infection, luciferase reporter, 44 h; 340,000 tested, 3.4% active; Potency, µM (doses to about 41.8 µM), without a hit: at the highest dose activity change, negative = inhibition, most hits filed as inhibitors; further: potency means the concentration at half of the fitted maximal effect
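Seed cells (1,000/well) for 4 h; treat with compound and infect with HCVcc-Cre, moi about 0.5. Incubate 44 h, then detect luciferase activity.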
HCMV inh – human cytomegalovirus inhibition; activity change, negative = inhibition, % at 57.5 µM; 410,000 tested, 4.5% active; HFF cells, HCMV-luciferase reporter, 72 h; hits give low values; in the data active means activity change below about -60%; inconclusive means no clear call, values can overlap the other calls; inactive means above about -39%
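Inhibition of viral replication was scored as loss of reporter luminescence in HFFs infected with HCMV-luciferase (MOI 1 PFU/cell) for 72 h; compounds tested at 2 doses, normalized to buffer and Salinomycin controls.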
AmpC detergent – blocks E. coli AmpC beta-lactamase in detergent assay; 370,000 tested, 0.041% active; P00811; AmpC hydrolysis of nitrocefin, absorbance 480 nm, 0.01% Triton; Potency, µM (highest dose often 114 µM), inactives show at the highest dose activity change, negative = inhibition, most hits filed as inhibitors; AID 485294;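 further: potency means the concentration at half of the fitted maximal effect; 0% = no-compound wells and -100% = no-enzyme wells; nearly all actives have a fitted effect of over 25% in size; some results filed as inactive show a strong effect at the top dose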
Target sequence (P00811 whole entry, looked up): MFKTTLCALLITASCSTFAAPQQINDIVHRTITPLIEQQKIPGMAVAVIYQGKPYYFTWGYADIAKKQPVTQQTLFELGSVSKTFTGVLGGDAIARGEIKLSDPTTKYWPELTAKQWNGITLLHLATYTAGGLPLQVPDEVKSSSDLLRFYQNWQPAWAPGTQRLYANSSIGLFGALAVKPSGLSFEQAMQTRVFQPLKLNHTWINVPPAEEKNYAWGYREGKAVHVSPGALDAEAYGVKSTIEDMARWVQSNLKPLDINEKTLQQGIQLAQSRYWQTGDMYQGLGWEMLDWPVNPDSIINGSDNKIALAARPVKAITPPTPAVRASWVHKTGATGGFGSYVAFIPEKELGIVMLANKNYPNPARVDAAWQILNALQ
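AmpC (5.3 nM in the dispensed reagent) in 20 mM phosphate pH 7.0 with 0.01% (detergent screen) or 0.0001% Triton X-100 was preincubated with compounds for 15 min at room temperature. Nitrocefin was then added from an 800 uM solution, and hydrolysis was followed at 480 nm.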
Sm TGR block – S. mansoni TGR enzyme inhibition; purified TGR, DTNB reduction, TNB absorbance 405 nm; 360,000 tested, 3% active; Q962Y6; Potency, µM (doses to about 114 µM), inactives show at the top dose activity change, negative = inhibition, actives largely listed as inhibitors; further: potency means the concentration at half of the fitted maximal effect; nearly all actives have a fitted effect of over 60% in size
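Kinetic colorimetric format: TGR-catalysed, NADPH-driven DTNB reduction monitored via TNB absorbance. Enzyme dispensed at 20 nM; compound exposure 15 min at room temperature before reaction start.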
* hit, by the source's call; ? = inconclusive; . = no result given; & = joins results of further samples; [ ] = remark or other dose. Unless noted, the call rests on the fitted dose curve; in most records, active means well fitted curve in the direction sought with a large enough effect; inconclusive means small, poorly fitted or top-dose-only effect, or another doubt; inactive means no such curve, though single readings can be large; an effect the other way counts as inactive or inconclusive. Unless noted, on the % scale 0 is the no-effect control and ±100 the full control effect.

Every second line gives: AmpC detergent, HCV inh, AMA1-RON2 inh, Sm TGR block, HCMV inh, FBPA Giardia inh
1) O=C(/C=C/c1ccccc1Cl)N(Cc1ccc(Cl)cc1)C1CCS(=O)(=O)C1 (stereo unspecified)
→ ?, -12%, 10%[11.6 µM], 1%, -28, 2%
2) CCOc1ccccc1NC(=O)Nc1nnc(N(C)Cc2ccccc2)s1
→ -5%, ., ., 2%, -19, .
3) COc1cc(-c2nnc3n2CCCCC3)cc(OC)c1OC
→ -5%, 14%, -1%, -7%, 131, -2%
4) COc1ccc(CCNC(=O)CSc2nn(-c3ccccc3)c(=S)s2)cc1OC
→ ?, ?, 4%, -2%, -19, -3%
5) CCc1ccc(N2C(=O)C3NN=C(C(=O)OCc4ccccc4)C3C2=O)cc1 (stereo unspecified)
→ -6%, 16%, 5%, -18%, 28, -4%
6) Cc1cc(NC(=O)CCl)n(-c2nc3ccccc3s2)n1
→ -5%, ?, -1%, 2%, 171, 2%
7) Nc1ncc(S(=O)(=O)Nc2ccc(OC(F)(F)F)cc2)cn1
→ 2%, ., ., ?, 5, .
8) CCCC(C(=O)O)n1c(O)c(C=C2N=c3ccccc3=N2)sc1=S (stereo unspecified)
→ 5%, 14%, 16%, -8%, 0, -5%
9) O=C(NCc1ccc(C(F)(F)F)cc1)C1CC(c2c(Cl)cccc2Cl)=NO1 (stereo unspecified)
→ 1%, ?, 70%[activator], 5%, -26, 4%
10) CC1CN(C2CCN(C(=O)COc3ccc(Cl)cc3)CC2)CC(C)O1 (stereo unspecified)
→ ?, -11%, -16%, -34%, 23, ?
11) Cc1ccc(N2CC(C(=O)N3CCC(C(=O)NC(C)(C)C)CC3)CC2=O)cc1 (stereo unspecified)
→ 5%, 24%, 0%, -10%, -11, -2%
12) CC(=O)Nc1ccc(NC(=S)NC(=O)/C=C/c2ccc(Cl)cc2)cc1
→ 0%, 6%, 7%, 0%, -13, 0%
13) CCCCCc1nnc(NC(=O)C(=O)OCC)s1
→ ?, 2%, 54%[activator], 0%, -3, -3%
14) Nc1nc2c(nc(SCc3ccccc3Br)n2[C@@H]2O[C@H](CO)[C@@H](O)[C@H]2O)c(=O)[nH]1
→ -2%, 5%, 5%, 2%, 8, 8%
15) COc1ccc(C)cc1NS(=O)(=O)c1cc2c3c(c1)CC(=O)N3CCC2
→ 3%, ., ., 13%, 7, .
16) COc1ccc(-c2cc(C(=O)OCC(=O)NC3CC3)c3ccccc3n2)cc1
→ -2%, ?, 31%[activator], -5%, 0, .
17) Cc1cc2c(cc(C(=O)OCC(=O)NC3CCCCC3)n2C)o1
→ ., ?, -5%, ., -15, .
18) CS(=O)(=O)c1ccc(Cl)c(NC(=O)c2cc(=O)[nH]c3ccc(S(=O)(=O)N4CCOCC4)cc23)c1
→ -2%, -6%, -1%, -1%, -10, .
19) O=c1cc(-c2ccccc2Cl)oc2c(NS(=O)(=O)c3ccccc3C(F)(F)F)ccc(O)c12
→ -2%, 7%, 64%[activator], -14%, -7, -15%
20) COc1cc(/C=C(\C#N)C(=O)Nc2ccc3ccccc3c2)c([N+](=O)[O-])cc1OC
→ -15%, -7%, 47%[activator], 0%, 16, -17%
21) CC(C)(C)C(=O)Nc1sc2c(c1C#N)CCN(Cc1ccccc1)C2
→ -11%, -11%, 4%, -9%, 25, -23%
22) CCc1cccc(C)c1NC(=O)c1cc2ccccc2o1
→ -3%, ., ., -7%, -4, .
23) CCOc1cc(-c2c(C)c(C)nc(N)c2C#N)ccc1O
→ 2%, 14%, 9%, -1%, -28, 3%
24) COc1ccc(COc2ccccc2C(=O)Nc2ccccn2)cc1[N+](=O)[O-]
→ -4%, -4%, 0%, -1%, 2, 4%
25) Clc1ccc(-c2nnc(-c3ccccc3)o2)cn1
→ 4%, 0%, 40%[activator], 4%, 336, -9%
26) Cc1ccc2nc(SC(C(=O)c3ccccc3)c3ccccc3)nc(C)c2c1 (stereo unspecified)
→ 0%, 5%, 5%, 3%, 19, 7%
27) Cn1c(CN2CCCC(C(=O)c3ccc4c(c3)OCO4)C2)nc2ccccc21 (stereo unspecified)
→ 8%, -17%, 47%[activator], 8%, -5, -28%
28) COc1cccc(C(=O)NCC(=O)NNc2ncnc(N)c2[N+](=O)[O-])c1
→ 4%, 17%, 95%[activator], -1%, 54, ?
29) O=C(O)C1CCN(C(=O)OCc2ccccc2)CC1
→ -2%, 1%, -1%, -1%, ., 12%
30) N/C(=N\OC(=O)c1cc(-c2ccccc2)nc2ccccc12)c1cccnc1
→ -3%, ?, -5%, 3%, ?, -4%
31) CN(C(=O)CCN1C(=O)c2ccccc2C1=O)C1CCCCC1
→ 1%, 13%, 0%, -13%, -12, 3%
32) COc1cccc(C(=O)NCCCN2CCN(CCCNC(=O)c3cccc(OC)c3)CC2)c1
→ 2%, 1%, -9%, 1%, -22, 8%
33) Cc1nc2c(C(=O)N3CCN(c4ccccn4)CC3)cnn2c(C)c1Cc1cccc(Cl)c1
→ -4%, -3%, -15%, 0%, 55, 0%
34) CCOc1ccc(NC(=O)c2sc3nc(N4CCOCC4)c4c(c3c2N)CCCC4)cc1
→ 0%, 12%, 11%, -11%, -25, .
35) COc1cccc(CNC(=O)CN(C)S(=O)(=O)c2ccc3c(c2)CC(C)N3C(C)=O)c1 (stereo unspecified)
→ -15%, -4%, -14%, -16%, 21, 13%
36) CCSc1ncc(Cl)c(C(=O)N(Cc2ccccc2Cl)C2CCS(=O)(=O)C2)n1 (stereo unspecified)
→ 17%, ., ., 6%, 16, .
37) COc1ccc(S(=O)(=O)Nc2ccc3c(c2)C(=O)N([C@H](C)CO)C[C@H](C)[C@@H](CN(C)C(=O)Nc2c(C)noc2C)O3)cc1
→ ., 15%, 9%, ., -15, .
38) Cc1ccc(S(=O)(=O)Nc2c(C)nn(C)c2C)cc1
→ -11%, -20%, -1%, 50%[activator], 3, -2%
39) O=C(CSc1nc(-c2cccs2)nc2cc(=O)[nH]n12)Nc1ccccc1F
→ ?, ., ., 9%, -26, .
40) Cn1c(=O)c(C(=O)COc2ccc(C#N)cc2)c(N)n(Cc2ccccc2)c1=O
→ 3%, ?, -6%, -1%, -13, -7%
41) O=C(N/N=C/c1ccccn1)c1cc(-c2ccc(Br)s2)[nH]n1
→ -3%, 14%, 76%[activator], 1%, 4, 9%
42) O=C(CCc1ccccc1)Nc1cc(C(=O)O)cc(C(=O)O)c1
→ 1%, 7%, -1%, 12%, 17, 3%
43) CCc1ccccc1NC(=O)Cn1c(=O)n(Cc2ccccc2)c(=O)c2c(C)c(C(=O)N(C)C)sc21
→ 7%, ., ., -5%, -7, .
44) O=C(Cn1c(-c2cccs2)cc2ccccc21)N1CCN(c2ccccc2F)CC1
→ -1%, ., ., -1%, 14, .
45) NNC(=O)c1snnc1-c1ccccc1
→ 3%, 0%, 23%, 1%, -11, -9%
46) Cn1c(=O)c(=O)n(C)c2cc(N3CCCC3)c(NC(=O)c3ccc(C(C)(C)C)cc3)cc21
→ -6%, ., ., ?, 7, .
47) Cc1ccc(NC(=O)Nc2nnc(Cc3ccc(F)cc3)s2)cc1
→ 1%, 1%, 9%, 2%, -39, 19%
48) NC(N)=Nc1nc(C2COc3ccccc3O2)cs1 (stereo unspecified)
→ -8%, ?, 4%, -13%, -13, 4%
49) O=C(C1CCN(S(=O)(=O)c2ccccc2F)CC1)N1CCc2ccccc21
→ -1%, 14%, -9%, 7%, -68*, .
50) COCCN(Cc1ccccc1)C(=O)c1c(C)nn(-c2ccccc2)c1C
→ -9%, 29%, 2%, -12%, -2, 2%
51) CCn1c2c(c(=O)n3ncc(C(=O)Nc4ccc(F)cc4Cl)c13)CN(Cc1ccc(OC)cc1)CC2
→ 3%, ., ., -17%, -20, .
52) Cc1cc(Cl)ccc1OC(C)C(=O)Nc1ccc(S(=O)(=O)N2CCOCC2)cc1 (stereo unspecified)
→ ., 11µM*, -1%, ., 6, .
53) O=S1(=O)CCC(NC2CCCC2)C1 (stereo unspecified)
→ -9%, 6%, 21%, -13%, ?, -20%
54) CCCOc1ccc(C2C(C(=O)c3ccc(C)o3)=C(O)C(=O)N2Cc2cccnc2)cc1 (stereo unspecified)
→ ?, ., ., -19%, ., 15%
55) CCC(C)c1ccccc1NC(=O)C(C)Sc1n[nH]c(N)n1 (stereo unspecified)
→ -5%, 10%, 14%, -4%, 1, .
56) FC(F)(F)c1nc(Sc2ncccc2C(F)(F)F)n[nH]1
→ 3%, 37%[activator], 8%, 27%, 30, -14%
57) Cn1nc(CC(=O)Nc2ncc(Br)s2)c2ccccc2c1=O
→ -4%, -23%, 5%, -22%, ?, 0%
58) CNC(=O)c1sc(-c2ccccn2)nc1C
→ 3%, 24%, 7%, -2%, 35, 0%
59) COc1ccc(Cl)cc1NC(=O)NCC1CCN(Cc2ccccc2F)CC1
→ -8%&13%, ?, -3%, 0%&2%, -30&-19, 9%
60) CC(C)(C)CC(=O)Nc1cc(S(=O)(=O)N2CCOCC2)ccc1N1CCCC1
→ -3%, -10%, -2%, -11%, ?, 9%

Single values from the results shown:
Under HCMV inh, cpd 52 shows 6
Under HCMV inh, cpd 47 shows -39
Under FBPA Giardia inh, cpd 12 shows 0%
Under HCMV inh, cpd 2 shows -19

Next entries:
Every second line gives: AmpC detergent, HCV inh, AMA1-RON2 inh, Sm TGR block, HCMV inh, FBPA Giardia inh
61) Cc1ccc2nc(Cl)c(/C=N/Nc3ccc(C(=O)O)cc3)cc2c1
→ 7%, 17%, -5%, -22%, 65, ?
62) CCCCn1c(-c2cccc(Br)c2)nc2cc3[nH]c(=O)c(C(C)C)nc3cc21
→ ?, 4%, 15%, -20%, -5, -11%
63) CCOc1ccc(Cl)cc1/C=N/NC(N)=O
→ 0%, 14µM*, 2%, ., 32, ?
64) Cc1ccc(OCC(=O)N2CC3(C)CC2CC(C)(C)C3)cc1 (stereo unspecified)
→ ?, 1%, 7%, -16%, -15, 3%
65) NC(=O)NOCc1ccccc1F
→ 7%, 14%, -1%, 17%, 1, 4%
66) CCN(CC)CCC(c1cc(OC)c(OC)c(OC)c1)c1c(OC)cc(OC)c2c(-c3ccccc3)cc(=O)oc12 (stereo unspecified)
→ 3%, ?, -20%, -27%, -34, 0%&-1%
67) CC(=O)c1ccc(S(=O)(=O)N2CCN(C(=O)CSc3ccc(F)cc3)CC2)cc1
→ ?, 8%, 5%, -28%, -38, 12%
68) CSc1ccccc1OCc1cc(C(=O)NCCn2nc(C)cc2C)no1
→ -5%, ., -21%, -1%, -16, 4%

Record cards, as listed above:
Listed for Cc1cc(Cl)ccc1OC(C)C(=O)Nc1ccc(S(=O)(=O)N2CCOCC2)cc1 (stereo unspecified) : AmpC detergent = .; HCV inh = 11µM*; AMA1-RON2 inh = -1%; Sm TGR block = .; HCMV inh = 6; FBPA Giardia inh = .
Listed for CC(C)(C)CC(=O)Nc1cc(S(=O)(=O)N2CCOCC2)ccc1N1CCCC1 : AmpC detergent = -3%; HCV inh = -10%; AMA1-RON2 inh = -2%; Sm TGR block = -11%; HCMV inh = ?; FBPA Giardia inh = 9%
